phage Ecoli inh – E. coli growth loss with phage present | growth absorbance | inhibition, % at 11.9 µM | 360,000 compounds, 0.26% hits; in the data active means inhibition above about 11%
CAL PDZ FP-1 – blocks peptide binding to the human CAL PDZ domain; purified CAL PDZ, TMR-peptide fluorescence polarization, 1 h; inhibition, % at 24.9 µM; 300,000 compounds, 0.92% hits; AID 602252;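 active means mean inhibition of at least 30% with at least half of replicates also reaching 30%; inconclusive means no clear call, values can overlap the other calls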;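 further: 0% = DMSO neutral control and 100% = excess unlabeled competitor peptide PRC23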
SR-BI uptake up – enhances SR-BI lipid uptake from DiI-HDL; CHO ldlA[mSR-BI] cells, DiI-HDL uptake fluorescence, 3 h; 100 = double the neutral-control signal; AID 504775; 320,000 compounds, 0.096% hits; activation, % at 12.5 µM;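 active means mean replicate activation of at least 60% and every replicate at or above 60%; inconclusive means mean or all-replicate condition met, but not both; inactive means mean below 60% and not all replicates reaching 60%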;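 further: 0% = median plate neutral-control signal and 100% = twice that signal; values of inactives mirror those of a sister screen read the other way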
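Material: SR-BI-overexpressing, LDLR-lacking CHO cells; schedule: compound exposure 3 h, 37 °C; reagent: DiI-labelled HDL at 10 µg/mL final; technique: bottom-read fluorescence, 550/595 nm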
Wnt bcat act – Wnt/beta-catenin pathway activation; Wnt/beta-catenin reporter cell assay, activator, plate reader; activation, % at 9.35 µM; 300,000 compounds, 1.2% hits; in the data active means activation above about 30%, passing the limit was not always enough; inconclusive means no clear call, values can overlap the other calls;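 further: 0% = neutral control wells and 100% = positive control wells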
AddAB inh – less growth of phage-infected E. coli with AddAB | E. coli expressing H. pylori AddAB, absorbance growth | inhibition, % at 11.9 µM | 330,000 compounds, 0.29% hits; in the data active means inhibition above about 12%;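 further: 0% = vehicle wells of infected cells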
E coli growth – reduces bacterial viability in AddAB counter-screen; 330,000 compounds, 0.27% hits; E. coli V3065 growth, OD600 absorbance, 18 h; inhibition, % at 11.9 µM;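 active means inhibition above the campaign's mean inhibition across all tested compounds plus 3 SD, cut at about 9.9% in these data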;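 further: uninfected addAB+ strain grown without phage in ampicillin broth; 0% = DMSO wells and 100% = ciprofloxacin 0.95 µg/ml wells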
MITF act – activators of MITF-driven TRPM1 promoter activity in SK-MEL-5 cells; activation, % at 12.5 µM; SK-MEL-5 TRPM1-promoter luciferase, 24 h; % of positive control, neutral wells = 0; 300,000 compounds, 0.75% hits;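 active means mean activation of at least 80% with every replicate also reaching 80%; inconclusive means mean reaches 80% but some replicate falls short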;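 further: 0% = neutral control wells and 100% = parthenolide positive control wells; values of inactives mirror those of a sister screen read the other way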
CAL PDZ FP-2 – blocks peptide binding to human CAL PDZ domain. Q9HD26. purified CAL PDZ, TMR-peptide fluorescence polarization, 1 h. inhibition, % at 20 µM. 330,000 compounds, 0.02% hits. AID 504414;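 active means highest replicate inhibition of at least 40%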;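 further: plate controls were DMSO neutral control wells for no effect and unlabeled competitor peptide control wells for full effect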
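Assay system – tagged CAL PDZ protein CerCALP, purified · Timing – 1 h at RT · Compound – single point, 20 µM · Measured by – fluorescence polarization from S- and P-plane intensities, G-factor corrected · Evaluation – inhibition from polarization loss · Probe or stimulus – TMR reporter peptide T*-PRC34 · Buffer or medium – pH 7.4 phosphate-saline buffer, reducing agent, detergent, IgG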
SR-BI HDL uptake – inhibitors of mouse SR-BI mediated HDL lipid uptake | Q61009 | ldlA[mSR-BI] CHO cells, DiI-HDL uptake fluorescence, 3 h | inhibition, % at 12.5 µM | 320,000 compounds, 0.96% hits | AID 488896;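 active means mean replicate inhibition of at least 70% and a set share of replicates each scoring 70 or more; inconclusive means meets just one of the two criteria; inactive means fails both criteria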;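 further: 0% = median of neutral control wells and 100% = median of positive control wells; values of inactives mirror those of a sister screen read the other way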
Target sequence (Q61009 whole entry, looked up): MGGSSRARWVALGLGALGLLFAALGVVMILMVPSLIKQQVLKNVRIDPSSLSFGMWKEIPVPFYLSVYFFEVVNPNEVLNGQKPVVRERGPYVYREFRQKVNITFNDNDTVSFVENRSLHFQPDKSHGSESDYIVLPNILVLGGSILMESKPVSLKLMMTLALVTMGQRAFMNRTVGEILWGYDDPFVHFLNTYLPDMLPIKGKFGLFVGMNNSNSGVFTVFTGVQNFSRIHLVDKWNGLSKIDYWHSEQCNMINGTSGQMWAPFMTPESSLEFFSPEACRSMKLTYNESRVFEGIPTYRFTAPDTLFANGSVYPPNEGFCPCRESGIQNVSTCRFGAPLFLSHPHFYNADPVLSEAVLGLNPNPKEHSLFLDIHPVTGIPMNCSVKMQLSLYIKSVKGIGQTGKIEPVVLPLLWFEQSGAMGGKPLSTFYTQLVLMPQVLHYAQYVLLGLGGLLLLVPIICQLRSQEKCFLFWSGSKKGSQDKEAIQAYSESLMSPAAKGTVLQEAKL
Tat export inh – blocks Tat-dependent protein export in E. coli | 340,000 compounds, 0.036% hits | inhibition, % at 10 µM | E. coli MC4100 TorA-mCherry Tat export, fluorescence | AID 488895;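 active means mean replicate inhibition at least 50% and at least half of replicates individually reaching 50%; inconclusive means only one of the two criteria met; inactive means neither criterion met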;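 further: exported cargo escapes ClpAP degradation while cytoplasmic cargo is degraded and loses fluorescence; 0% = median of neutral control wells and 100% = median of NaSCN control wells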
* marks the source's active call; other numbers are inactive results; u = inconclusive; x = no result given. Rows were taken by chance; about 3.6% have a hit in one of these screens.

Below each SMILES – phage Ecoli inh	CAL PDZ FP-1	SR-BI uptake up	Wnt bcat act	AddAB inh	E coli growth	MITF act	CAL PDZ FP-2	SR-BI HDL uptake	Tat export inh
> Cc1c(-c2ccc(Cl)cc2Cl)nc2ccccc2c1C(=O)NCCN1CCOCC1
  -1.5	-1	-6	0	-2.4	0.0	16	-2.1	6	13
> CCn1cc(S(=O)(=O)Nc2cccnc2)cn1
  3.4	-2	12	1	-3.2	0.0	-7	-2.2	-12	8
> CCn1c(CO)nc2c1c(=O)[nH]c(=O)n2Cc1ccccc1
  2.5	-6	11	7	-1.1	-1.4	-4	x	-11	3
> CC1CCCN(S(=O)(=O)c2ccc(NC(=O)CN3C(=O)NC(C)(c4ccccc4)C3=O)cc2)C1 (centres undefined)
  -1.2	-4	8	0	2.1	0.1	-5	0.3	-8	2
> O=C(CN1CCC(C(=O)c2ccc3c(c2)OCCO3)CC1)Nc1ccccc1F
  1.0	-2	25	-1	1.2	-0.3	3	-3.8	-25	8
> O=C(Cc1cccs1)NCc1cn2ccccc2n1
  3.0	5	22	0	-1.9	-0.8	7	-0.1	-22	3
> c1cncc(CSc2nnc3ccc(-c4ccco4)nn23)c1
  2.2	-1	-5	1	-0.9	-1.1	-6	-2.0	5	2
> Cc1c2ccccc2nc2c(F)c(N(C)C)c(F)c(F)c12
  0.1	x	20	22	4.1	1.3	50	-0.4	-20	-6
> CC(C)COc1ccc(C(=O)NCc2ccco2)cc1
  3.0	-3	-14	24	1.2	-0.9	x	-3.3	14	-5
> COc1cccc(C(C(=O)NC2CCCC2)N(C(=O)c2ccco2)c2ccc(NC(C)=O)cc2)c1OC (centres undefined)
  0.6	-1	9	-2	1.3	-3.2	3	-3.4	-9	-8
> COc1ccc(NC(=S)Nc2ccccc2)c(OC)c1
  4.6	-1	-14	1	-0.9	1.4	2	-0.3	14	-6
> Cc1cccc(CSCCNC(=O)CN(c2cc(C)cc(C)c2)S(C)(=O)=O)c1
  0.3	-4	2	-2	5.7	0.6	-2	-1.6	-2	4
> CC(OC(=O)c1ccccc1NS(=O)(=O)c1cccc(C(F)(F)F)c1)C(=O)N(C)Cc1ccccc1 (centres undefined)
  5.1	-7	2	-4	-3.1	-1.1	3	-2.3	-2	6
> COc1ccc(C2C3=C(CC(C)(C)CC3=O)N(CC(=O)O)C3=C2C(=O)CC(C)(C)C3)cc1OC
  1.0	-1	21	-2	2.9	-0.9	x	0.4	-21	1
> CCOC(=O)C/C(C)=N/NC(=O)C1CC1(c1ccccc1)c1ccccc1 (centres undefined)
  2.8	2	16	-1	-1.4	-3.7	17	-0.2	-16	-10
> COc1cnn(-c2ccccc2)c(=O)c1N(C)C
  0.1	-2	27	x	0.3	-2.0	-3	-0.7	-27	-17
> O=C1CN(C(=O)c2ccc(Br)o2)C(c2ccccc2)c2cc(Cl)ccc2N1 (centres undefined)
  2.8	x	-7	-2	-1.4	0.3	-21	-1.3	7	3
> CC1CC(C)CN(C(=O)Cc2c(C(=O)O)[nH]c3ccc(Cl)cc23)C1 (centres undefined)
  5.0	-6	12	-7	2.8	1.9	-4	0.0	-12	-4
> COc1cc(C2C3=C(CCCC3=O)Nc3ccc4ncccc4c32)ccc1O (centres undefined)
  2.4	5	-4	-8	1.6	-1.9	2	x	4	10
> O=C(Cn1nc(Cc2cccnc2)c2ccccc2c1=O)NCC1CCCO1 (centres undefined)
  2.9	x	22	1	-2.1	1.2	-4	-0.7	-22	0
> CCC(C)C(=O)Nc1nnc(SCC(=O)NC2CCCCC2)s1 (centres undefined)
  1.3	-4	25	1	3.8	-0.2	-1	-2.0	-25	8
> O=C1CSC(=Nc2ccccc2)N1Cc1ccccc1
  2.3	-4	-14	-4	3.1	-0.6	15	-0.5	14	1
> COCC(C)NCc1ccc(OC)c(Br)c1 (centres undefined)
  1.4	-1	8	0	0.9	1.6	2	-1.7	-8	-1
> CCCn1c(SCc2cc(=O)oc3ccc4ccccc4c23)n[nH]c1=O
  2.5	-4	-3	-1	3.3	-0.1	-14	-2.7	3	-5
> Cc1cccnc1NC(=O)CCCN1C(=O)c2ccccc2C1=O
  0.6	-1	1	-1	-0.3	0.2	2	-2.7	-1	4
> COc1ccccc1CN1CC(C(=O)NCCc2ccc(C)o2)CCC1=O (centres undefined)
  -1.3	-7	9	0	-0.6	-2.5	5	-2.7	-9	-7
> CCCCCc1c(C)nc(NCc2ccccc2)[nH]c1=O
  3.5	x	27	x	-1.6	-1.9	-3	-2.7	-27	3
> Cc1ccc(NC(=O)c2ccc(N3CCCC3=O)cc2)cc1S(=O)(=O)N1CCCCC1
  0.5	-3	-24	-4	-0.4	1.2	-9	0.1	24	3
> Cc1ccc(NC(=O)CCN2C(=O)CSC2=O)cc1
  2.4	0	4	x	-1.2	-3.2	2	0.8	-4	-2
> NC(=NC(=O)c1ccccc1)N1CCOCC1
  0.9	-2	1	-2	2.1	1.7	18	-2.5	-1	2

Ordered by molecular weight (highest first): 3 of the compounds above
Below each SMILES – phage Ecoli inh	CAL PDZ FP-1	SR-BI uptake up	Wnt bcat act	AddAB inh	E coli growth	MITF act	CAL PDZ FP-2	SR-BI HDL uptake	Tat export inh
> Cc1ccc(NC(=O)c2ccc(N3CCCC3=O)cc2)cc1S(=O)(=O)N1CCCCC1
  0.5	-3	-24	-4	-0.4	1.2	-9	0.1	24	3
> O=C(Cn1nc(Cc2cccnc2)c2ccccc2c1=O)NCC1CCCO1 (centres undefined)
  2.9	x	22	1	-2.1	1.2	-4	-0.7	-22	0
> Cc1cccnc1NC(=O)CCCN1C(=O)c2ccccc2C1=O
  0.6	-1	1	-1	-0.3	0.2	2	-2.7	-1	4

(further entries)
Below each SMILES – phage Ecoli inh	CAL PDZ FP-1	SR-BI uptake up	Wnt bcat act	AddAB inh	E coli growth	MITF act	CAL PDZ FP-2	SR-BI HDL uptake	Tat export inh
> Cc1ccccc1C(=O)Nc1cccc(N)c1
  1.0	-7	-26	x	-0.1	1.1	12	x	26	-5
> CCN(Cc1ccc(C#CCCO)cc1)CC1CCCN(CCc2cccc(F)c2)C1 (centres undefined)
  3.6	-4	-1	-4	0.2	0.4	x	-0.9	1	-1
> Cc1ccc(NC(=O)c2ccc3nc[nH]c3c2)c(O)c1
  0.9	-3	6	7	2.9	0.9	27	-0.8	-6	4
> Nc1ccn(CC(=O)NCc2ccc3c(c2)OCO3)c(=O)n1
  2.7	1	1	2	3.4	2.5	3	1.3	-1	-2
> Cc1ncc(CN2CCCC(CCC(=O)NCc3ccc(F)c(F)c3)C2)s1 (centres undefined)
  1.2	-4	14	-3	2.7	0.1	-11	-0.3	-14	5
> COc1ccc(N2CCN(S(=O)(=O)c3c(C)nc4sccn4c3=O)CC2)cc1
  1.5	-1	7	-2	-1.7	-0.9	x	1.0	-7	-10
> COc1ccc(C(=O)N[C@H]2COC(C)(C)O[C@H]2c2ccccc2)cc1
  4.1	2	0	x	0.3	-3.6	-3	-2.0	0	4
> COc1cc(C(=O)Nc2cccc(S(=O)(=O)NCc3ccco3)c2)cc(OC)c1OC
  2.1	-7	-64	3	-0.3	-2.3	-21	-1.9	64	5
> CC(=O)Nc1ccc(NC(=O)C(C)OC(=O)c2ccccc2C(=O)c2ccc(Cl)c([N+](=O)[O-])c2)cc1 (centres undefined)
  1.7	-5	-4	-11	0.2	-2.4	-77	-0.8	4	-2
> CC(C)CNC(=S)N1CCC(NC(=O)C23CC4CC(CC(C4)C2)C3)CC1
  -2.1	-2	4	-6	0.0	-0.6	14	-0.1	-4	-6
> O=C(/C=C/c1ccc(OCCCF)cc1)NCc1ccc(Cl)cc1
  1.1	-2	-21	x	2.9	1.0	-2	0.9	21	1
> COc1cc(N(Cc2ccccc2)Cc2ccccc2)c2ncn(C(C)C)c2c1
  1.1	-1	-5	-4	0.3	-1.2	-1	1.2	5	-3
> OCCC#Cc1c(-c2ccsc2)sc2ccccc12
  1.3	-2	-13	-1	0.5	1.1	-2	-1.5	13	14
> Cc1ccnc(N(C(=O)Nc2ccccc2)C2=NCC(C)(C)S2)c1
  1.6	x	x	u	-1.4	-2.2	x	x	x	x
> O=C(Cc1ccccc1)NC(NC(=O)Cc1ccccc1)c1cccc([N+](=O)[O-])c1
  4.9	7	0	-5	-1.8	-0.3	13	-1.0	0	1
> CCCc1cc(=O)oc2cc(C)cc(OC(C)C(=O)NCCCN3CCOCC3)c12 (centres undefined)
  -2.2	9	-4	-1	0.1	0.5	-7	0.2	4	-5
> Cc1ccc(C)c(C(=O)CSc2nnnn2-c2cccnc2)c1
  1.7	-5	-9	x	-4.0	-1.2	17	-1.4	9	0
> O=C(CN1C(=O)NC2(CCCC2)C1=O)Nc1ccc(Cl)c(C(F)(F)F)c1
  3.1	1	18	0	4.1	-0.1	9	-1.7	-18	1
> Cc1cc(C)nc(Sc2ccc(/C=C(\C#N)C(N)=O)o2)n1
  2.9	x	12	-3	1.4	1.7	2	-0.8	-12	-7
> CCOc1cccc2cc(C(=O)NC(C)c3ccccc3)c(=N)oc12 (centres undefined)
  0.1	x	x	3	2.0	0.2	-6	-1.0	11	-8
> CCOC(=O)c1sc(NC(=O)C(C)Sc2nnc(N)s2)nc1C (centres undefined)
  3.1	1	32	5	-0.6	0.6	5	-4.7	-32	1
> Cc1ccc(-n2nc3c(=O)n(C(C)C(=O)NCc4ccc(Cl)cc4)nc(C)c3c2C)cc1 (centres undefined)
  1.0	-3	-11	-1	3.2	0.1	-25	-2.9	11	-2
> O=C(COC(=O)C1=COCCO1)NCc1ccc(F)cc1
  -0.2	-5	26	-2	4.0	-1.4	3	-0.1	-26	-4
> CCOC(=O)c1sc(C)c2c1NC(C)(c1cccs1)NC2=O (centres undefined)
  0.7	x	-13	x	0.9	-1.2	-14	-2.8	13	-5
> CCOCc1c(C(=O)N2CCN(CCOc3ccc(Cl)cc3)CC2)oc2ccccc12
  0.2	-7	-34	-2	x	x	-19	-2.8	34	18
> O=C(CN1CCCCC1)N/N=C/c1cccc(Cl)c1
  -1.3	-3	29	-1	1.3	0.0	x	2.5	-29	-3

Ordered by value in CAL PDZ FP-2 (highest first): 4 from the list above.
molecule,phage Ecoli inh,CAL PDZ FP-1,SR-BI uptake up,Wnt bcat act,AddAB inh,MITF act,CAL PDZ FP-2,SR-BI HDL uptake,Tat export inh
Cc1ncc(CN2CCCC(CCC(=O)NCc3ccc(F)c(F)c3)C2)s1 (centres undefined),1.2,-4,14,-3,2.7,-11,-0.3,-14,5
Cc1cc(C)nc(Sc2ccc(/C=C(\C#N)C(N)=O)o2)n1,2.9,x,12,-3,1.4,2,-0.8,-12,-7
OCCC#Cc1c(-c2ccsc2)sc2ccccc12,1.3,-2,-13,-1,0.5,-2,-1.5,13,14
CCOC(=O)c1sc(C)c2c1NC(C)(c1cccs1)NC2=O (centres undefined),0.7,x,-13,x,0.9,-14,-2.8,13,-5

From PubChem BioAssay
